From PubChem
Jurkat NFkB inh – inhibitors of induced NF-kB luciferase reporter, primary screen, TCR NF-kB activation inhibitor project, cell-based, luminescence, uHTS. actives 0.53% (n = 330,000). inhibition, % at 4 µM. Jurkat, PMA/ionomycin-induced NF-kB luciferase reporter; in the data active = inhibition above about 50%
Mdm2-MdmX inh – inhibitors of human Mdm2-MdmX association, primary screen, cell-based, luminescence, split luciferase, SaOS-2, uHTS; Protein Mdm4 (Homo sapiens) + E3 ubiquitin-protein ligase Mdm2 (Homo sapiens), …; inhibition, % at 8 µM; SaOS-2 split-luciferase Mdm2/MdmX complementation; AID 485346, 2010; actives 3% (n = 330,000);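 active = inhibition of at least 50% at 8 µM in the primary screen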
Target sequence (O15151 whole entry, looked up): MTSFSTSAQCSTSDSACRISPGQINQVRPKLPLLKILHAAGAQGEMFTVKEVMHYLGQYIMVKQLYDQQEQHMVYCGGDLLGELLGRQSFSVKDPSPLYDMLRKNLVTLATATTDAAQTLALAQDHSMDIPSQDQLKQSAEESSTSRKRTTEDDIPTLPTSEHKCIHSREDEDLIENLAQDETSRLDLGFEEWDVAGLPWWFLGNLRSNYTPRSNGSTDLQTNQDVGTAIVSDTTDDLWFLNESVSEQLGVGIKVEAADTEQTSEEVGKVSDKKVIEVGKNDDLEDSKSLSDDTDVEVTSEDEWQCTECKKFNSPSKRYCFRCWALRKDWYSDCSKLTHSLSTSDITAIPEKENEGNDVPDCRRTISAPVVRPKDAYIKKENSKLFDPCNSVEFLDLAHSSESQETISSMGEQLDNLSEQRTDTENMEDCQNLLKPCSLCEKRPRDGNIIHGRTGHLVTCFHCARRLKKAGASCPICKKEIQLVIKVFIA
Target sequence (Q00987 whole entry, looked up): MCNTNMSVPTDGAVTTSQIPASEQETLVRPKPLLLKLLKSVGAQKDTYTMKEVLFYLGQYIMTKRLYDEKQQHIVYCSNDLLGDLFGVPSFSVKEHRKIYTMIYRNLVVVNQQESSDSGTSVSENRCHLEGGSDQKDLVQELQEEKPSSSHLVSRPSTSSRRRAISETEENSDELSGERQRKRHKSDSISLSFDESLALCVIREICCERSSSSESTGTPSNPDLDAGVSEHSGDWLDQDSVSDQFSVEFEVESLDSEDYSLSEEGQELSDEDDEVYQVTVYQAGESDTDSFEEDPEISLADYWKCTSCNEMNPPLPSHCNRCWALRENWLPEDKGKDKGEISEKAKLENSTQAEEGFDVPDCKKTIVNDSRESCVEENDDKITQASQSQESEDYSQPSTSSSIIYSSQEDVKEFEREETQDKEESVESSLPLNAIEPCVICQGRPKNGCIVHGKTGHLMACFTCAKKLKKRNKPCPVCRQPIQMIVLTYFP
CHOP UPR activ – activators of apoptotic CHOP UPR arm, primary screen, cell-based, CHO-CHOP luciferase reporter, luminescence, uHTS | UPR activation; percent of tunicamycin response over DMSO baseline | activation, % at 10 µM | actives 0.34% (n = 330,000);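 active = at 10 µM dose, activation of 40% or more, normalized to positive control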;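 note: 100% = tunicamycin at 10 µg/mL and 0% = DMSO alone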
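assay system = CHO CHOP reporter cells | amount = 500 CHO-CHOP cells per well | buffer or medium = F12 with 10% FBS | incubation = 16-18 h cell attachment, then 6 h compound exposure, 37 °C | detection = luminescence read with Steady-Glo | read-out = percent activation relative to tunicamycin control | controls = tunicamycin high control, DMSO low control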
Gli-Sufu block – Gli-Sufu pathway antagonists, primary screen, luciferase luminescence, Sufu-KO-LIGHT cells, uHTS | inhibition, % at 5 µM | Sufu-KO-LIGHT fibroblasts, Gli luciferase reporter luminescence | actives 0.74% (n = 340,000);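 active = inhibition above about 55%, limit read from the data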;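 note: 0% = DMSO-treated cells and 100% = wells with medium but no cells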
CCR6 antag – CCR6 receptor antagonists, primary screen, cell-based, CHO-K1, luminescence, beta-arrestin, uHTS; C-C chemokine receptor type 6 (Homo sapiens), P51684; CHO-K1 CCR6 PathHunter beta-arrestin, CCL20-stimulated; inhibition, % at 20 µM; actives 0.49% (n = 340,000);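 active = compounds whose inhibition of the agonist-driven luminescence signal at 20 µM reaches about 50%, limit read from the data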;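 note: cells stimulated with CCL20 at 14 nM final; plate controls were DMSO with CCL20 for no effect and DMSO without agonist for full effect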
CXCR6 inh – CXCR6 receptor inhibitors, primary screen, cell-based, beta-arrestin, luminescence, CHO-K1 PathHunter, 1536-well; C-X-C chemokine receptor type 6 (Homo sapiens), O00574; inhibition, % at 20 µM; actives 0.36% (n = 360,000); AID 602244, 2012; in the data active = inhibition above about 34%, passing the limit was not always enough;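 note: antagonist mode with CXCL16 agonist at 10 nM final; 0% = 10 nM CXCL16 with DMSO and 100% = unstimulated wells without agonist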
XBP1 UPR activ – activators of adaptive XBP1 UPR arm, primary screen, cell-based, CHO-XBP1 luciferase reporter, luminescence, uHTS; IRE1-XBP1 UPR activation; percent of tunicamycin response, DMSO as zero; activation, % at 20 µM; actives 0.33% (n = 330,000);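 active = versus positive control, 20 µM dose yields 30% or more activation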;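 note: 100% = tunicamycin at 10 µg/mL and 0% = DMSO only wells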
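Material: CHO-XBP1 cells stably carrying IRE1-XBP1-driven luciferase reporter | Medium: F12 with 10% serum | Compound dosing: 20 µM single concentration, DMSO 1% | Incubation: Overnight seeding at 37 °C, 6 h compound treatment at 37 °C | Detection: Steady-Glo luminescence read | Read-out basis: % activation of reporter signal versus tunicamycin and DMSO controls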
697 NFkB inh – inhibitors of PMA/ionomycin-induced NF-kB reporter, 697 cells, primary screen, B-cell NF-kB inhibitor project, cell-based, luminescence, uHTS | actives 0.33% (n = 330,000) | 697 B-cell NF-kB luciferase reporter, 16 h | inhibition, % at 4 µM | AID 435022, 2010; in the data active = inhibition above about 35%
EBI2 block – EBI2 receptor antagonists, beta-arrestin recruitment, primary screen, cell-based, luminescence, 7a,25-OHC stimulation, uHTS. inhibition, % at 5 µM. G-protein coupled receptor 183 (Homo sapiens), P32249. 7a,25-OHC stimulated. AID 651636, 2012. actives 0.81% (n = 360,000); in the data active = inhibition above about 38%;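 note: enzyme fragment complementation signal reports receptor beta-arrestin coupling in cells; 0% = agonist plus DMSO wells and 100% = wells without agonist; some results beyond the cut were filed as inactive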
The depositor's hits bear a star; · = not tested or not shown.

Results follow in this order: Jurkat NFkB inh, Mdm2-MdmX inh, CHOP UPR activ, Gli-Sufu block, CCR6 antag, CXCR6 inh, XBP1 UPR activ, 697 NFkB inh, EBI2 block
- Cc1ccc(S(=O)(=O)CC(=O)Nc2ccccn2)cc1
  14, -7, 3.4, -32, -2, 3, 2, 14, -16
- Nc1nnc(SCc2ccc(F)cc2)s1
  2, 25, 2.9, -9, -12, -5, 1, 1, -15
- COc1ccc(CCNC(=O)c2cc3c(=O)n4cccc(C)c4nc3n(Cc3ccco3)c2=N)cc1OC
  38, 100*, 245*, 5, 36, 23, 1, -124, -3
- Cc1ccc(Nc2c([N+](=O)[O-])ccc3c2=NC2(CCCCC2)N=3)cc1
  13, 15, -1.1, -18, 31, 5, 0, 8, 62*
- CCOc1ccc(-c2[nH]ncc2Oc2ccccc2OCC)c(O)c1
  4, 35, -0.6, 3, -20, 2, 3, -2, 3
- CCOC(=O)N1CCN(C(=O)C(C)SCc2ccccc2)CC1 (configuration not stated)
  -24, 34, 2.0, -1, -6, 0, -1, 15, -8
- O=C(Nc1ccc(Cl)cc1)NC1(C(=O)NCCCN2CCOCC2)CCCCC1
  -1, -35, 2.0, 3, 2, 4, -3, -20, -10
- Cc1cc(C)n2nc(C(=O)N3CCOCC3)nc2n1
  -15, -12, 0.2, 3, -7, -7, 0, -47, -4
- CCc1nnc(NC(=O)c2ccc(S(C)(=O)=O)cc2)s1
  -8, -1, 0.9, -12, -3, -6, -3, -2, -2
- CNc1nc(C)c(C#N)c(-c2ccccc2)c1C(C)=O
  1, 30, -1.1, -10, 11, 9, 4, 6, -1
- COc1cccc(CNCC(=O)N2C(C)CCCC2C)c1 (configuration not stated)
  6, 22, -0.5, 9, -12, 2, -3, 8, -3
- C/C(=N\NC(=O)c1nnn(-c2nonc2N)c1CN(C)c1ccccc1)c1ccccc1O
  22, 69*, -0.7, 4, 1, 2, -4, -27, -5
- CN1CCN(CC(O)COCCOc2ccc(Br)cc2)CC1 (configuration not stated)
  -3, 2, 0.0, 7, -1, 0, -1, 3, -10
- COC(Cn1cc(C)c(=O)[nH]c1=O)OC
  2, -4, 0.0, 7, 2, 3, -1, 10, -11
- C#CCOc1c(Br)cc(/C=N\NC(=O)CN2CCOCC2)cc1OCC
  -19, -20, -0.2, 30, 18, 1, 1, -14, 2
- Cc1ccc(C(=O)Nc2c(C(=O)N3CCOCC3)cnn2-c2ccccc2)cc1
  2, 7, 1.0, 1, -17, 4, -1, 1, -8
- N#CC(C(=O)OCc1ccccc1)c1nc2ccccc2nc1N1CCOCC1 (configuration not stated)
  -13, 8, 0.3, 12, 27, 5, 6, 1, -1
- Cc1cccc(C)c1N(CC(=O)Nc1cc(Cl)ccc1Oc1ccccc1)S(C)(=O)=O
  -1, 32, -1.0, -16, 12, 5, -3, 1, 47*
- Cc1csc(OCC(=O)Nc2ccc(C)c(C)c2)n1
  4, 19, -0.8, 0, 5, 0, 1, 5, 1
- COc1ccc(NC(=O)Nc2cccc3c2O[C@@H](CN(C)CC2CCCCC2)[C@@H](C)CN([C@H](C)CO)C3=O)cc1
  -11, 0, -0.7, 18, -1, 1, -1, -28, -15
- COc1ccc(CCC(=O)Nc2ccc(N3CCOCC3)c(S(=O)(=O)Nc3ccc(OC)cc3)c2)cc1
  ·, ·, ·, 6, 2, -1, ·, ·, 17
- COc1ccc(CNC(=O)c2ccc(S(=O)(=O)N3CC(C)CC(C)C3)cc2)cc1OC (configuration not stated)
  ·, ·, ·, 9, 13, -10, ·, ·, 14
- CCc1ccc2oc(C(=O)NCCc3ccc(S(N)(=O)=O)cc3)cc(=O)c2c1
  -3, 8, -1.0, 32, 8, 3, -3, 20, -5
- Cc1ccc(CN2CCN(CC(=O)NCCCN3CCN(c4ccc(F)cc4)CC3)C2=O)cc1
  8, -13, -0.7, 24, -10, 5, -1, -22, 4
- CCN(CC)Cc1cc(C(=O)O)c(-c2ccccc2)o1
  10, -11, 1.0, 4, 3, -4, 0, 11, 9
- COc1ccc(C=C2c3ccccc3C(=O)c3ccccc32)c(OC)c1
  66*, 66*, 4.3, ·, ·, 10, 20, 13, -33
- CC(=O)c1ccc(OC(=O)COc2ccccc2)cc1
  1, 15, 1.1, -1, -10, 2, -2, 15, 5
- O=C(CSC1=NCCN1)NC(c1ccccc1)c1ccccc1
  7, 4, -0.5, -6, 8, 1, -2, -10, 6
- CCCOc1cccc(OCCSc2nc(C)cc(=O)[nH]2)c1
  -28, -26, 3.7, -5, -1, 4, 2, -51, 6
- O=C(COC(=O)/C=C/c1ccccc1Cl)NC(=O)Cc1ccccc1
  10, -14, 1.6, 1, 19, -3, -4, 13, -3
- Cc1cc(C(=O)OCC(N)=O)c(C)n1-c1ccccc1
  -16, -1, 1.4, -9, 4, 5, 1, -9, -14
- Cn1c(N)c(C(=O)COC(=O)c2cc(S(=O)(=O)N3CCCCC3)ccc2Cl)c(=O)n(C)c1=O
  19, 20, 1.2, 12, 16, 2, -1, 9, 1
- O=C(Nc1ccc(N2CCN(C(=O)c3cccs3)CC2)cc1)c1cccc(F)c1
  30, 15, 1.4, 18, 9, -12, -5, -23, -12
- Cc1ccc(-c2nc(NCC3CCCO3)sc2C)cc1 (configuration not stated)
  -2, 0, 2.4, 0, 1, -1, -5, 16, 5
- COc1cccc(N2CN(C3CCCCC3)CNC2=S)c1
  -2, -5, -2.9, 1, 10, 5, -1, -20, -19
- O=C(COC(=O)CSc1ccc(Br)cc1)NCc1ccco1
  6, -39, -1.4, -2, 2, -4, -2, 0, -5
- COc1ccc(NC(=O)c2ccco2)cc1NC(=O)c1cccc(OC(C)C)c1
  -2, 4, 1.0, 3, 11, -6, -3, -8, -1
- CCn1c(SCc2ccc(C)cc2)nnc1-c1cnccn1
  -11, -22, -1.0, -9, -2, 2, 3, 6, -4
- CS(=O)(=O)N(CCC#N)Cc1ccc(/C=C2\C(=O)Nc3ccccc32)o1
  2, 43, -0.4, 4, 13, 7, -3, 1, 2
- O=C(Oc1cc(=O)oc2ccccc12)c1ccco1
  -17, 1, -0.7, 0, 10, -12, -1, -19, -19

Quoted at random: 3 entries already listed
Results follow in this order: Jurkat NFkB inh, Mdm2-MdmX inh, CHOP UPR activ, Gli-Sufu block, CCR6 antag, CXCR6 inh, XBP1 UPR activ, 697 NFkB inh, EBI2 block
- CCc1ccc2oc(C(=O)NCCc3ccc(S(N)(=O)=O)cc3)cc(=O)c2c1
  -3, 8, -1.0, 32, 8, 3, -3, 20, -5
- CC(=O)c1ccc(OC(=O)COc2ccccc2)cc1
  1, 15, 1.1, -1, -10, 2, -2, 15, 5
- O=C(Nc1ccc(N2CCN(C(=O)c3cccs3)CC2)cc1)c1cccc(F)c1
  30, 15, 1.4, 18, 9, -12, -5, -23, -12

The list continues.
Results follow in this order: Jurkat NFkB inh, Mdm2-MdmX inh, CHOP UPR activ, Gli-Sufu block, CCR6 antag, CXCR6 inh, XBP1 UPR activ, 697 NFkB inh, EBI2 block
- N#CC(c1nc2ccccc2nc1N1CCOCC1)S(=O)(=O)c1ccccc1 (configuration not stated)
  -6, 12, -0.8, 2, 15, 6, 5, -2, -2
- CS(=O)(=O)N1CCCCC1CCN1CCCCC1 (configuration not stated)
  ·, ·, ·, 5, 3, 2, ·, ·, 3
- Cc1[nH]nc2c1C(c1ccsc1C)C(C#N)=C(N)O2 (configuration not stated)
  8, 17, -1.6, 1, 14, -2, -1, 7, -15
- O=C1c2[nH]c(=O)[nH]c(=O)c2CN1Cc1ccccc1
  ·, ·, ·, 11, 7, 0, ·, ·, 10
- COC1Cc2ccccc2N(C(N)=O)c2ccccc21 (configuration not stated)
  12, 6, 1.2, -6, 7, 1, -2, 13, -12
- COc1cc(Cl)cc(C2NC(=O)NC(C)=C2C(C)=O)c1OCC(=O)O (configuration not stated)
  2, 14, -2.4, 1, -2, -7, 1, 14, -7
- Cc1cccc(C(=O)NNC(=O)c2ccc(Cl)cc2)c1O
  -12, 7, 1.9, -22, 3, 2, 1, -41, 9
- O=C(COc1ccccc1)Nc1ccc(S(=O)(=O)N2CCOCC2)cc1
  7, 13, -5.8, 25, -16, 0, -1, 6, -2
- Cc1cccc(N2CCN(C(=O)c3ccc(CS(=O)(=O)c4ccccc4C)o3)CC2C)c1 (configuration not stated)
  65*, 65*, 4.1, 17, 0, -12, 20, 9, -2
- COc1ccc(S(=O)(=O)N2CCC(C(=O)NCc3ccncc3)CC2)cc1OC
  -10, 5, 0.9, -15, -10, 1, -1, -2, 2
- CN(C)S(=O)(=O)c1cccc(C(=O)OCC(=O)Nc2sccc2C(N)=O)c1
  -6, 23, 2.0, 6, -6, -14, 6, 11, -26
- CC1Cc2cc(S(=O)(=O)N3CCN(C)CC3)ccc2N1C(=O)C1CC1 (configuration not stated)
  5, -1, -0.7, ·, 6, -10, -3, -23, 3
- C[C@@]12C(=O)Nc3ccc(Cl)cc3C(=O)N1[C@H]1c3cc(Cl)ccc3OC[C@@H]1[C@@H]2c1ccccc1
  0, 53*, 1.8, -8, -5, 3, 0, 22, 21
- O=C(CCCCn1ccc(=O)[nH]c1=O)Nc1ccc(C(=O)O)c(O)c1
  ·, ·, ·, 11, 0, 2, ·, ·, 4
- c1ccc(SCc2nc(-c3ccccn3)no2)cc1
  -64, -71, 2.5, -14, 13, 0, 2, -89, -12
- COc1ccccc1NC(=O)Nc1cccc(NC(C)=O)c1
  9, 18, 1.3, 6, -3, -7, -3, 20, 0
- CSc1nc(N)nc(-c2cccs2)c1C#N
  -16, 33, 3.0, 0, -16, 5, 2, -17, -9
